TEAD-YAP inh = TEAD-YAP interaction inhibition | HEK-TIYL cells, TEAD-Gal4/YAP UAS-luciferase luminescence | inhibition, % at 9.12 µM | 1.4% of 640,000 active | AID 1259422; in the data active = inhibition above about 32%;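 note: 0% = median of test compound wells and 100% = reference inhibitor wells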
MITF primary = human MITF inhibition, primary screen | O75030 | AlphaScreen MITF homodimerization, bead proximity signal | inhibition, % at 2.6 µM | 0.91% of 650,000 active | AID 1259374; in the data active = inhibition above about 50%;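 note: 0% = vehicle wells with protein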
Target sequence (O75030 whole entry, looked up): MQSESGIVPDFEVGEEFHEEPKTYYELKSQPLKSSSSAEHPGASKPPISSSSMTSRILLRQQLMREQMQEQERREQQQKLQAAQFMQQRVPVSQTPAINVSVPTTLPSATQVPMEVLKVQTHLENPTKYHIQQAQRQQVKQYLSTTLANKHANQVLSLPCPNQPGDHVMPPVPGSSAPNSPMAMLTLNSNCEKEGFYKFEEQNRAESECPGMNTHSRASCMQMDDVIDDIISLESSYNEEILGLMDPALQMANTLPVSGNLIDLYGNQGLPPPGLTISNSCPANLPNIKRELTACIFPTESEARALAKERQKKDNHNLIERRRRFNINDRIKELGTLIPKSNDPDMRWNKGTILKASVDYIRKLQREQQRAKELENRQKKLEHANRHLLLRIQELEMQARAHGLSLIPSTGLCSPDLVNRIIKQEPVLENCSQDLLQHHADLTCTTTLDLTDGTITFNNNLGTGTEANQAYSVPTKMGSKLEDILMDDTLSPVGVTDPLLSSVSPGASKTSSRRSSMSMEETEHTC
FBW7 act = activators of human E3 ligase FBW7; normalized activity (activation), % at 26.1 µM; 0.13% of 650,000 active; AlphaScreen FBW7–phospho-cyclin E peptide binding, activator screen; AID 1259310; in the data active = normalized activity above about 1.9%;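 note: purified mutant Fbw7 with reduced substrate affinity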
GPR151 activ = activators of human GPR151. PathHunter beta-arrestin GPR151 cells, luminescence. activation, % at 11.2 µM. 1% of 650,000 active; in the data active = activation above about 4.9%;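 note: 0% = median of compound wells and 100% = cells with positive control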
Target sequence (Q8TDV0 whole entry, looked up): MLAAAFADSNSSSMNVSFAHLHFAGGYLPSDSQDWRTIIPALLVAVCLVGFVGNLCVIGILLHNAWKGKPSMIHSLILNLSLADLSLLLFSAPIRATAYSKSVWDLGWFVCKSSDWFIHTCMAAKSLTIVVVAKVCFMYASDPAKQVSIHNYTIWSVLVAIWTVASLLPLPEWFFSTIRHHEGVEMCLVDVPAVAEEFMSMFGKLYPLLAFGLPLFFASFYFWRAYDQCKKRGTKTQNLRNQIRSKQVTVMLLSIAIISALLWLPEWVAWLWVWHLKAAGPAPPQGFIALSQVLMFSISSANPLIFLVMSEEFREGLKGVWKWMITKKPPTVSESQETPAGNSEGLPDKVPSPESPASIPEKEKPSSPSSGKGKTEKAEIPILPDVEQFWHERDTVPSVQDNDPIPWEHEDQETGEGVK
Active calls of the source: *; nt = no result given; & = joins results of further samples.

SMILES	TEAD-YAP inh	MITF primary	FBW7 act	GPR151 activ
COc1ccc(NC(=O)C2CC(=O)NC(Nc3nc4ccccc4s3)=N2)cc1OC (configuration not stated)	-1	21	0.7	-1.4
CC(=O)CCc1c(C)nc2ccc(C(=O)O)cc2c1Cl	5	27	-0.1	0.0
Cc1nnsc1C(=O)N/N=C/c1cccc(C(F)(F)F)c1	-4	-18	-0.2	-0.1
COc1ccc(S(=O)(=O)NCc2ccccc2)cc1	9	-10	-0.1	0.0
COc1ccc(C2C(C(=O)Nc3cc(C)c(Cl)cc3OC)CCC(=O)N2c2ccc(OC)cc2)cc1 (configuration not stated)	0	-10	0.0	0.9
CCCCC(=O)N1CCN(c2ccc(C(F)(F)F)cc2[N+](=O)[O-])CC1	-1	-2	0.0	-0.2
Cc1cc(NC(=O)CSc2nc3ccccc3c(=O)n2CC2CCCO2)n[nH]1 (configuration not stated)	-2	4	0.1	0.3
CCCCCCCCCCCCCCCCOC[C@@H](O)COP(=O)(O)O	nt	-10	nt	-1.4

Individual results from the entries so far.
Entry of CCCCC(=O)N1CCN(c2ccc(C(F)(F)F)cc2[N+](=O)[O-])CC1 under GPR151 activ: -0.2
Entry of CCCCCCCCCCCCCCCCOC[C@@H](O)COP(=O)(O)O under MITF primary: -10
Entry of COc1ccc(NC(=O)C2CC(=O)NC(Nc3nc4ccccc4s3)=N2)cc1OC (configuration not stated) under FBW7 act: 0.7
Entry of COc1ccc(C2C(C(=O)Nc3cc(C)c(Cl)cc3OC)CCC(=O)N2c2ccc(OC)cc2)cc1 (configuration not stated) under TEAD-YAP inh: 0
Entry of Cc1cc(NC(=O)CSc2nc3ccccc3c(=O)n2CC2CCCO2)n[nH]1 (configuration not stated) under FBW7 act: 0.1
Entry of CC(=O)CCc1c(C)nc2ccc(C(=O)O)cc2c1Cl under MITF primary: 27
Entry of Cc1nnsc1C(=O)N/N=C/c1cccc(C(F)(F)F)c1 under FBW7 act: -0.2

The listing continues.
SMILES	TEAD-YAP inh	MITF primary	FBW7 act	GPR151 activ
O=C(Cc1cccs1)Nc1ccc2cnn(-c3cccc(C(=O)NCCN4CCOCC4)c3)c2c1	7	5	0.3	1.8
Cc1ccc(-c2cnn(C(C)(C)C)c2)cc1	-16	5	0.2	-0.5
Cc1ccc2c(c1)C(c1ccccc1)N(C(=O)c1ccccc1[N+](=O)[O-])CC(=O)N2 (configuration not stated)	20	0	0.0	-0.1
OC(CNCCCN1CCOCC1)COC(c1ccc(F)cc1)c1ccc(F)cc1 (configuration not stated)	-1	36	-0.2	-0.5
CCOC(=O)N1CCN(C(=O)c2c[nH]c3ccc(S(=O)(=O)N(C)c4ccc(Br)cc4)cc3c2=O)CC1	-8	-2	0.0	-0.4
Cc1cccc(C(=O)Nc2cccc(C(=O)Nc3cccc(Br)c3)c2)c1	1	17	0.2	1.2
Cc1ccc(C(=O)NNC(=O)C2CCN(c3nccc(C)n3)CC2)cc1	5	17	0.7	-1.1
N#CC1=C(N)Oc2n[nH]c(-c3cccs3)c2C1c1ccc([N+](=O)[O-])s1 (configuration not stated)	18	17	0.0	-1.4

Among those listed so far, these contain an NH in an aromatic ring.
SMILES	TEAD-YAP inh	MITF primary	FBW7 act	GPR151 activ
Cc1cc(NC(=O)CSc2nc3ccccc3c(=O)n2CC2CCCO2)n[nH]1 (configuration not stated)	-2	4	0.1	0.3
CCOC(=O)N1CCN(C(=O)c2c[nH]c3ccc(S(=O)(=O)N(C)c4ccc(Br)cc4)cc3c2=O)CC1	-8	-2	0.0	-0.4
N#CC1=C(N)Oc2n[nH]c(-c3cccs3)c2C1c1ccc([N+](=O)[O-])s1 (configuration not stated)	18	17	0.0	-1.4

Further compounds follow:
SMILES	TEAD-YAP inh	MITF primary	FBW7 act	GPR151 activ
CCOC(=O)c1c(NC(=O)C(C)Sc2nnc(CNC(=O)COc3ccccc3)n2C)sc2c1CCCCC2 (configuration not stated)	-4	-1	0.0	0.5
C/C(=N\N=C1/NC(=O)C(C)S1)c1ccc(C)cc1 (configuration not stated)	47*	-1	-0.5	-0.4
O=C(Nc1nc(-c2ccccn2)cs1)c1ccc(S(=O)(=O)N2CCCc3ccccc32)cc1	4	9	0.0	0.0
COc1ccc(C2C=C(c3ccc(C(C)C)cc3)Nc3ncnn32)cc1OC (configuration not stated)	-25	15	1.3	-1.1
Cc1cc2c(cc1S(=O)(=O)N1CCCC1)OCC(=O)N2	3	12	0.2	1.2
COc1ccc(C2C(C(=O)Nc3ccc(C)cc3)=C(C)Nc3nnnn32)cc1OC (configuration not stated)	0	-9	0.1	0.0
Clc1ccc(-c2cnn3ccc(Nc4ccccc4)nc23)cc1	0	14	0.0	0.5
Cn1nnnc1SCC(=O)c1ccc(S(=O)(=O)N2CCOCC2)cc1	-1	-11	-0.1	-0.4
CC1CN(c2nc3c(c(=O)[nH]2)CCN(Cc2ccc(Br)o2)C3)CC(C)O1 (configuration not stated)	-10	-7	-0.2	0.1
COc1ccc(OCC(=O)N/N=C(\C)CC(=O)Nc2cc(C)ccn2)cc1	-52	19	-0.5	0.3
Cc1cccc(OCC(=O)Nc2ccc(O)cc2)c1	-1	0	0.0	0.9
COC(=O)C1=CN(Cc2ccc(Cl)cc2)C=C(C(=O)OC)C1c1ccc(Br)cc1	-7	-3	-0.2	1.7
CC(C)COc1ccc2[nH]c3c(c2c1)CCCC3=O	2	5	0.0	-1.5
O=[N+]([O-])c1c(N2CCN(c3ccc(F)cc3)CC2)ccc2nonc12	-4	18	-0.1	1.3
COc1ccc(C2=N/C(=C\c3cccs3)C(=O)O2)cc1OC	11	0	-0.2	-1.0
O=C(Nc1cccc(C(F)(F)F)c1)C1C2CC3OC(=O)C1C3C2 (configuration not stated)	-2	1	0.1	6.3*
O=C(/C=C/c1ccccc1Cl)NNC(=O)CCN1CCN(Cc2ccccc2)CC1	-7	0	-0.3	1.1
O=C(NC1CC2(CCCCC2)Oc2ccccc21)c1ccccn1 (configuration not stated)	9	9	0.3	0.5
CCn1cc(SCC(=O)N2CCOCC2)c2ccccc21	-14	5	0.4	1.7
Cc1ccc(C(C)C)c(OCCn2c(=O)c3cc4c(=O)n(CCOc5cc(C)ccc5C(C)C)c(=O)c4cc3c2=O)c1	3	-8	-0.1	1.1
C=CCN(c1ccccc1)S(=O)(=O)c1ccc(F)c(C(=O)NCCc2ccccc2)c1	35*	2	-0.1	-0.3
O=C(NCCc1nnc2n1CCN(Cc1ccc3cccnc3c1)CC2)c1ccoc1	5	10	-0.1	0.8
Cc1cc(NC(=O)C2CCCN(S(=O)(=O)c3c(C)noc3C)C2)n[nH]1 (configuration not stated)	6	-14	-0.3	-0.3
Clc1ccc2c(c1)[C@H]1OCC[C@H]1[C@@H](c1ccco1)N2	-25	-2	-0.1	-2.2

Next records follow:
Below each SMILES – TEAD-YAP inh	MITF primary	FBW7 act	GPR151 activ
> Nc1c(-c2nc(-c3ccncc3)no2)nnn1CC(=O)Nc1ccccc1
→ -4	-11	0.0	0.5
> COc1cc(-c2cc(C(=O)O)c3cc4c(cc3n2)OCCO4)cc(OC)c1OC
→ -7	12	0.0	-1.0
> CC(Oc1ccccc1)C(=O)Nc1nnc(S(=O)(=O)N(C)c2ccccc2)s1 (configuration not stated)
→ -6	-5	-0.1	2.1
> c1ccc2c(c1)C(Nn1cnnc1)=N/C2=N\n1cnnc1
→ -1	-13	0.0	-0.6
> CC(=O)c1cccc(-c2nc(NCc3nc4ccccc4[nH]3)c3ncn(-c4ccsc4)c3n2)c1
→ 69*	7	1.6	-1.0
> CCc1ccc(NC(=O)CSc2nnc(-c3cccn(C)c3=O)n2CC)cc1
→ 6	-5	0.1	0.8
> CN(C)c1ccc(C(C2=C(O)CC(C)(C)CC2=O)C2=C(O)CC(C)(C)CC2=O)cc1
→ -2	-19	0.0	1.1
> O=C(NN1C(=O)C2C(C1=O)C1C=CC2C12CC2)c1cccc(Br)c1 (configuration not stated)
→ 11	3	-0.1	1.2
> COC(=O)c1ccc2c(=O)n(-c3ccc(C)c(C)c3)c(=S)[nH]c2c1
→ -6	-15	0.0	-0.5
> COc1ccc(S(=O)(=O)N(CC(=O)Nc2ccc3c(c2)OCCO3)Cc2ccccc2)cc1
→ -10	1	0.0	-1.0
> Nc1c(C(=O)O)sc2nc(-c3ccncc3)ccc12
→ 4	6	0.7	2.3
> Cc1ccc(C(=O)Nc2ccccc2C(=O)N2CCCCC2C)cc1 (configuration not stated)
→ -15	-13	0.1	-0.4
> COC(=O)c1ccc(NC2c3ccccc3C(=O)N2c2cccnc2)cc1 (configuration not stated)
→ -7	7	-0.2	-1.2
> Cc1ccc(C(=O)NC(C)C(c2cccs2)N2CCN(C)CC2)cc1C (configuration not stated)
→ 11	-4	-0.1	-0.9
> Cc1nc(/N=C(\N)NC(=O)c2cccc([N+](=O)[O-])c2)nc2ccccc12
→ -3&4	-9&0	0.1&-0.2	-0.9&1.5
> COc1cccc(NS(=O)(=O)c2ccc(CN3C(=O)c4cccnc4C3=O)s2)c1
→ 8	12	-0.2	-3.2
> O=C1C2C3C=CC(CC3)C2C(=O)N1/N=C/C=C/c1ccccc1 (configuration not stated)
→ -18	7	0.0	-0.4
> Cc1cc2cc(CNC(=S)NC(C)(C)C)ccc2n1C
→ -8	2	-0.1	-0.2
> O=C1C(=O)N(Cc2ccccc2)C(c2ccccc2F)/C1=C(/O)c1ccccc1 (configuration not stated)
→ 8	10	-0.1	0.1
> COc1ccccc1C(=O)NCc1ccco1
→ 10	8	1.0	0.5
> COC(CNC(=O)c1cc(=O)[nH]c2ccc(Br)cc12)OC
→ 11	6	0.4	0.5
> CCCCC(=O)Nc1c2c(nn1-c1ccc(F)cc1)CS(=O)C2 (configuration not stated)
→ -10	4	0.2	-0.8
> CCOc1ccccc1/C=C1\N=C(c2cc(OC)cc(OC)c2)OC1=O
→ 5	-20	0.2	1.7
> COc1cccc(C2CC(c3cccs3)=NN2C(=O)CSc2nnc(CNC(=O)COc3ccccc3)n2-c2ccccc2)c1OC (configuration not stated)
→ -12	7	0.1	1.5
> Cc1nc2sc(C(=O)c3ccc(Cl)cc3)c(N)c2c(C)c1C(=O)Nc1ccccc1
→ 3	7	0.0	0.5
> Cc1cc(C(=O)COC(=O)C(C)NC(N)=O)c(C)n1-c1ccc(OC(F)F)cc1 (configuration not stated)
→ 8	9	-0.2	-0.9
> CCC(=O)NNC(=O)Cc1c(C)n(C(=O)c2ccc(Cl)cc2)c2ccc(OC)cc12
→ 14	10	0.4	-1.4
> CC1N(C)c2cc([N+](=O)[O-])cc([N+](=O)[O-])c2C1(C)C (configuration not stated)
→ -50	-1	-0.4	1.5
> CCOC(=O)C1CSC2(CCC(C)CC2)N1 (configuration not stated)
→ 2	4	-0.2	-0.5
> CCCOc1ccc(C(O)(CCN2CCCCC2)C2CCCCC2)cc1 (configuration not stated)
→ 4	15	0.1	-2.4
> COc1ccc(CNS(=O)(=O)c2ccc(-n3cnnn3)c(OC)c2)cc1
→ 6	1	1.2	-1.1
> O=C(O)c1ccccc1C(=O)N1CCC(c2nc(-c3cccnc3)no2)CC1
→ -3	9	0.6	-3.0
> O=C(CN1CCN(S(=O)(=O)N2CCCCCC2)CC1)Nc1cc(Cl)ccc1Cl
→ 1	19	0.3	0.0
> CC(C)(C)n1cccc1/C=C1\C(=O)NC(=O)N(c2cccc(F)c2)C1=O
→ 4	5	0.0	-0.2
> Cn1c(N2CCCC(C(=O)NC3CC3)C2)nc2ccccc21 (configuration not stated)
→ 9	7	0.1	0.8
> NS(=O)(=O)c1ccc(CNC(=S)Nc2ccccc2)cc1
→ 4	21	0.0	0.2
> COc1ccc(C(=O)Nc2ccccc2)cc1S(=O)(=O)Nc1cccc([N+](=O)[O-])c1
→ -3	-2	-0.1	1.3
> O=C(Nc1cncc(-c2ccncc2)c1)C1Cc2c(ccc3ccccc23)O1 (configuration not stated)
→ 11	2	-0.2	0.6
> CC(=O)c1cc(C#N)c(SCc2ccccc2)nc1C
→ -47	-19	-0.1	-0.3
> COc1cccc(CNC(=O)c2cc(COc3c(F)cccc3F)on2)c1
→ -12	4	0.0	2.2
> N#Cc1nc(Cc2ccccc2)oc1N1CCCC1
→ -25	11	0.2	-0.8
> Cc1ccc(CN2CCNC(=O)C2CC(=O)NCc2cc(C(F)(F)F)ccc2F)cc1 (configuration not stated)
→ -3	0	-0.2	6.5*
> Cc1ccc(N2CC(C(=O)Nc3ccc(F)c(Cl)c3)CC2=O)cc1 (configuration not stated)
→ 0	0	-0.2	-1.0
> Cc1noc(C)c1-c1cc(C(=O)NC2CCN(Cc3ccccc3)CC2)ccn1
→ -2	-6	-0.1	1.5
> CC(C)[C@@H](OCc1ccccc1)[C@H](C)/C=N/OC[C@@H](O)COCc1ccco1
→ nt	21	0.0	-0.8
> CCOc1ccc(Oc2cc(NC(=O)CCCn3c4ccccc4c(=O)c4cc(C)ccc43)cc([N+](=O)[O-])c2)cc1
→ 11	7	0.2	0.4

High-throughput results from PubChem.
